Source: PubChem BioAssay (several laboratories)
AI-2 QS modul: modulators of Vibrio harveyi AI-2 quorum sensing system | actives 0.4% (n = 300,000) | Vibrio harveyi JMH597 AI-2 luminescence/OD600 ratio, 9 h; stronger effect = lower value; strain lacks LuxN and CqsS sensors; 0 = neutral-control median | AID 2094 | activity change, % at 7.5 µM; in the data active means activity change below about -75%, passing the limit was not always enough; inconclusive means no clear call, values can overlap the other calls;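 further: luminescence divided by OD600 gain over 9 h not by final OD600 alone; inactives centre near 13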
HSP90 refold inh: blocks HSP90-mediated luciferase refolding in reticulocyte lysate; actives 0.91% (n = 290,000); inhibition, % at 5.6 µM; Rabbit reticulocyte lysate, luciferase refolding luminescence, 3 h;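 active means inhibition above the screen-wide mean plus 3 SD, computed separately per campaign, cut at about 16% in these data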;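 further: 0% = DMSO wells and 100% = 60 µM geldanamycin wells; inhibitors lower the luminescence because luciferase stays unfolded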
KLF5 inh: kruppel-like factor 5 inhibition. DLD-1 KLF5 promoter-luciferase reporter, luminescence. inhibition, % at 5 µM. actives 0.23% (n = 290,000);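 active means inhibition above a per-plate limit of that plate's mean compound inhibition plus 3 SD, cut at about 60% in these data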;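 further: 0% = DMSO wells and 100% = LY294002 at 200 µM; higher means less KLF5 promoter-driven luciferase light; inactives centre near -14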
GSK3beta inhib: inhibitors of human GSK3beta kinase; GST-GSK3beta kinase, ADP-Glo luminescence, 60 min; stronger effect = lower value; activity score (negative = inhibition), % at 10 µM; actives 0.038% (n = 300,000);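 active means more than half of replicate wells score below -50%, meaning over 50% inhibition versus plate controls; inconclusive means some replicates but at most half score below -50%; inactive means no replicate scores below -50%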;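 further: 0% = median DMSO wells and -100% = median GW8510 positive control wells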
Target sequence (P49841 whole entry, looked up): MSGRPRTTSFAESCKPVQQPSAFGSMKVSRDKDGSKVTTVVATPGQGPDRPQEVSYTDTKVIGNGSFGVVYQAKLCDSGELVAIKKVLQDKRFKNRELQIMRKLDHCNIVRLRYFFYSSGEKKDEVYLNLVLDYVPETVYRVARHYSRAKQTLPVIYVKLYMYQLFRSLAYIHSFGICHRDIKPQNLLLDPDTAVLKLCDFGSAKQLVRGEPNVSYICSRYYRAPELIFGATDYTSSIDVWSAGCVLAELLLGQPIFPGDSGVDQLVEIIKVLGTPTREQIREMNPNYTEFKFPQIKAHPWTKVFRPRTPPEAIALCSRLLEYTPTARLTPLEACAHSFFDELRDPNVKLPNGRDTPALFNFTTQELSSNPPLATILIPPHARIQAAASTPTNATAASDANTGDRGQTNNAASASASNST
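Test system: GST-fused GSK3beta enzyme, cell-free | Quantity: 1.6 ng GST-GSK3beta enzyme per well | Reagent: 25 µM ATP with peptide substrate | Schedule: 60 min enzyme reaction, room temperature | Signal: Luminescent ADP-Glo measurement of ADP formed | Read-out basis: Score relative to plate controls | Control set: DMSO and 20 µM GW8510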
aSyn 5UTR inh: 5' untranslated region of α-synuclein, MLPCN primary screen; alpha-synuclein 5'UTR reporter, inhibitor activity; inhibition, % (tested at 7.5 µM); actives 0.82% (n = 300,000); in the data active means inhibition above about 60%; inconclusive means no clear call, values can overlap the other calls;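 further: H4 neuroglioblastoma cells stably carrying SNCA 5'UTR luciferase fusion; 0% = DMSO wells and 100% = positive control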
HIF act: HIF pathway transcriptional activation; AID 1910; U2OS HRE-luciferase reporter, luminescence; normalized: DMSO 0%, desferrioxamine 100%; activation, % at 7.5 µM (by protocol); actives 0.32% (n = 300,000);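 active means mean activation of at least 10% of the iron chelator positive control signal, with at least half of replicates also reaching 10%; inconclusive means mean and replicate majority disagree about reaching 10%; inactive means mean and most replicates under 10%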
GSK3 alpha inh: blocks human GSK-3 alpha kinase. P49840. inhibition, % at 10 µM. actives 0.1% (n = 320,000). ADP-Glo luminescence, 60 min. AID 2650;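 in the data active means inhibition above about 50%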;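 further: GST-tagged GSK-3 alpha with peptide substrate and 25 µM ATP; 0% = DMSO neutral wells and 100% = GW8510 positive control wells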
Target sequence (P49840 whole entry, looked up): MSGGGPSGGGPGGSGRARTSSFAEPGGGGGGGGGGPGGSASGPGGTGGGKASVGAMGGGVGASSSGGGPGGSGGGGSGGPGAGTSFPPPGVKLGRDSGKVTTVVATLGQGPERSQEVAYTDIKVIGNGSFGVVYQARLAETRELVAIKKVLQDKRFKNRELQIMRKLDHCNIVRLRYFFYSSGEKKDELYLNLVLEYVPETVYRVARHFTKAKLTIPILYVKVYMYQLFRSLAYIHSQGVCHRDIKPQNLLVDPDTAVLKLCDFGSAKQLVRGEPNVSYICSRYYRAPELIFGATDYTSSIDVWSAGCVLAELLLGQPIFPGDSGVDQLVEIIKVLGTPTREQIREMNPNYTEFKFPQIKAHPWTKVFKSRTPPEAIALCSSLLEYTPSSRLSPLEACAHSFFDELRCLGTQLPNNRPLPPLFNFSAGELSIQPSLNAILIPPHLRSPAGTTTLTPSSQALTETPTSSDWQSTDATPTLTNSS
HSF1 inh: HSF1 inhibition; NIH3T3-HGL HSE-luciferase, MG132-induced, luminescence 8 h; stronger effect = lower value; activity change, negative = inhibition, % at 7.5 µM (by protocol); actives 0.77% (n = 300,000); AID 2098;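 active means more than half of replicate wells show activity change below -50%, luminescence cut by over half; inconclusive means some wells, but at most half, below -50%; inactive means no replicate well below -50%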;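 further: luciferase reports HSF-1 transcriptional activity via heat shock element; 0% = median of DMSO wells and -100% = zero luminescence signal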
HSF1 activator: increases HSF-1 driven luciferase reporter signal | NIH3T3-HGL HSF-1 luciferase reporter, MG132, 8 h; 100% = twice DMSO control signal | activation, % at 9 µM | actives 1.7% (n = 300,000);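 active means mean replicate activation of at least 50% with a set share of replicates each reaching 50%; inconclusive means only one of those two conditions met; inactive means mean below 50% and too few replicates reaching it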;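 further: 0% = median of the neutral control wells and 100% = twice that signal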
IEC-6 tox: IEC-6 cytotoxicity, counter-screen for KLF5 inhibitors | luminescence viability | inhibition, % at 5 µM | actives 0.78% (n = 290,000) | AID 1825; in the data active means inhibition above about 22%;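 further: 0% = plate median of test compound wells and 100% = cytotoxic reference compound wells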
Active calls of the source: *; ? = inconclusive; nt = not tested or not shown.

SMILES | AI-2 QS modul | HSP90 refold inh | KLF5 inh | GSK3beta inhib | aSyn 5UTR inh | HIF act | GSK3 alpha inh | HSF1 inh | HSF1 activator | IEC-6 tox
CCC(=O)Nc1ccc(N2CCN(C(=O)c3ccco3)CC2)c(Cl)c1 | 12 | 2 | -9 | -4 | 3 | -0.6 | nt | -7 | -9 | 1
CCCn1c(C(C)Nc2nc(-c3ccc(C)cc3)cs2)nc2cc(Cl)c(Cl)cc21 (stereo unspecified) | 6 | -1 | -6 | 1 | -15 | -1.7 | -1 | 2 | -2 | 14
O=C(CC(SCCO)c1ccc2c(c1)OCO2)c1cccs1 (stereo unspecified) | 13 | -1 | -80 | 1 | -193 | 1.9 | -2 | 24 | 40 | -5
Cc1cc(NC(=O)CCC(=O)N(C(C(=O)NC(C)(C)C)c2ccccc2Cl)C(C)(C)C)no1 (stereo unspecified) | -2 | 2 | -2 | 4 | 1 | -1.3 | -1 | -1 | -8 | -2
CCS(=O)(=O)NCCc1csc(-c2ccc(OC)c(OC)c2)n1 | 16 | -3 | -45 | -1 | 30 | nt | -3 | nt | nt | 6
C=CCc1cccc2cc(C(=O)N3CCN(C(=O)c4ccco4)CC3)c(=O)oc12 | 12 | -1 | -6 | 1 | 3 | -0.7 | 3 | nt | nt | 4
CCC(C)[C@H](NC(=O)OC(C)(C)C)C(=O)N/N=C/c1ccc2nccnc2c1 (stereo partly specified) | 2 | 3 | 4 | 1 | 9 | -0.2 | -2 | -5 | 11 | 6
Cn1nccc1NC(=O)CSCC(=O)O | 6 | 2 | -9 | 1 | 12 | -0.2 | -4 | -4 | 1 | 7
COc1ccccc1Nc1nc(NCC(C)C)nc(N)c1[N+](=O)[O-] | 0 | 5 | -21 | 2 | 77* | 0.2 | 42 | -11 | -20 | 3
COc1ccccc1NC(=O)C1C2C=CC3(CN(Cc4cccnc4)C(=O)C13)O2 (stereo unspecified) | 17 | 4 | -12 | 2 | -27 | 0.1 | -1 | -14 | -32 | 2
CC(=O)c1ccc(Sc2ccccc2)cc1 | 18 | -2 | -22 | -1 | -28 | -0.3 | nt | -2 | 21 | -1
COc1ccc(-n2c(-c3cccc(C)c3[N+](=O)[O-])n[nH]c2=S)cc1 | 4 | -1 | -4 | 3 | 22 | -0.2 | 3 | 0 | 29 | -5
COc1ccccc1OCCCn1c(=O)oc2ccccc21 | 21 | 1 | -52 | 2 | -31 | 1.4 | -1 | 23 | 9 | -2
O=C1C2C(C(=O)N1c1ccc3c(c1)OCO3)C1C=CC2C12CC2 (stereo unspecified) | 16 | 2 | -20 | 2 | -11 | 0.1 | 11 | -2 | 4 | 1
COc1cccc(C2CC(C(F)(F)F)n3nc(C(=O)NCc4cccnc4)cc3N2)c1 (stereo unspecified) | 11 | -1 | -18 | -3 | -11 | 0.2 | 0 | nt | nt | 6
COc1ccc(N(C)C(=O)C2CCCN2S(=O)(=O)c2cccc3nsnc23)cc1 (stereo unspecified) | 6 | -2 | -33 | 3 | 10 | -0.5 | 6 | -1 | -3 | 4
Cc1ccc2c(n1)CC(C)(C)CC2=O | 4 | -1 | -14 | 1 | 21 | -0.6 | -1 | -1 | -3 | -3
Cc1ccc(C(=O)C(C)OC(=O)c2cc(=O)[nH]c3ccccc23)cc1 (stereo unspecified) | -5 | nt | nt | -2 | -3 | -0.1 | -1 | 10 | 36 | nt
CNc1nc(N)c([N+](=O)[O-])c(N2CCCCCC2)n1 | 17 | 1 | -19 | -1 | 21 | -0.2 | 22 | 7 | 8 | -4
O=C(/C=C/c1c(F)cccc1Cl)NCCCN1CCOCC1 | 23 | 0 | -17 | 0 | -1 | 0.0 | 1 | -1 | 0 | 4
O=C(O)c1n[nH]c2ccccc12 | -6 | 2 | -42 | -3 | 31 | -0.3 | 0 | -9 | -11 | 6
CN(C)c1ccc(-c2nnn(CC(=O)Nc3ccc4c(c3)OCCO4)n2)cc1 | 22 | 2 | -17 | -1 | 0 | 0.7 | -2 | -17 | -12 | -4
Cc1cc(-n2nc(C)cc2C)n2nc(C)c(-c3ccccc3)c2n1 | 13 | -1 | -21 | -1 | 15 | 0.0 | -1 | 10 | 1 | 1
O=C1c2cccc3cccc(c23)C(=O)N1CC1CCN(CC(O)COc2ccc3ccccc3c2)CC1 (stereo unspecified) | 7 | nt | nt | 1 | 4 | 0.1 | 0 | 5 | 0 | nt
CCOc1ccccc1N1CCN(C(=S)NCc2ccccc2)CC1 | 11 | 3 | 7 | -6 | 4 | -0.3 | -1 | -2 | 14 | -5
O=C(Nc1ccc(N2CCOCC2)cc1)c1cccc(S(=O)(=O)N2CCCCCC2)c1 | -15 | 5 | -12 | 3 | -3 | 0.0 | 1 | -7 | 1 | 5
Cc1ccc(S(=O)(=O)Nc2c(NC3CCCCC3)c3ccccc3oc2=O)c(C)c1 | 34 | 3 | -7 | -4 | 15 | 0.0 | -3 | 9 | 7 | 2
COc1ccc(/C=C/C(=O)N2CC(C)OC(C)C2)cc1OC (stereo unspecified) | 12 | -1 | -29 | 1 | 16 | 1.2 | 1 | -1 | 4 | -5
CCOc1ccc(N2C(=O)CC(N3CCN(c4ccccc4F)CC3)C2=O)cc1 (stereo unspecified) | 21 | -1 | -42 | 5 | 25 | -2.7 | 1 | 5 | -2 | 5
C/C(=N/NC(=O)c1ccc(Cl)s1)c1ccc(NC(=O)COc2ccc(Cl)cc2)cc1 | 35 | -1 | -5 | -1 | -77 | -0.1 | -2 | -1 | -16 | 5
CCN(CC)C(=O)CSC(=Nc1ccccc1F)NC#N | 30 | 5 | -57 | -1 | -109 | 2.6 | 0 | 8 | 14 | 3
Cc1cc(C)n(CCC(=O)N2CCN(S(=O)(=O)c3ccccc3)CC2)n1 | 13 | 1 | -6 | -2 | 8 | 0.1 | 0 | -5 | -19 | 8
CCOC(=O)c1sc(NC(=S)NC(=O)c2cccc(OC)c2)nc1C | 20 | -2 | -38 | 3 | -16 | -2.8 | 1 | -2 | -8 | 4
COc1ccc(C2NC(=O)NC(C)=C2C(=O)Nc2cccc(C)c2C)cc1 (stereo unspecified) | 2 | 0 | -17 | 3 | 15 | -0.1 | 0 | 0 | -1 | -4
Cc1ccc(S(=O)(=O)N2CCN(C(=O)CN3CCCCC3)C2C(C)C)cc1 (stereo unspecified) | 5 | 6 | -22 | 1 | 1 | -0.3 | -1 | -1 | 16 | 1
Cc1cc(F)ccc1S(=O)(=O)NCC(c1ccc2c(c1)OCO2)N1CCOCC1 (stereo unspecified) | 10 | nt | nt | -5 | 0 | 0.3 | -1 | 0 | -7 | nt

Arranged by SMILES length (descending): part of the list above.
SMILES | AI-2 QS modul | HSP90 refold inh | KLF5 inh | GSK3beta inhib | aSyn 5UTR inh | HIF act | GSK3 alpha inh | HSF1 inh | HSF1 activator | IEC-6 tox
CCC(C)[C@H](NC(=O)OC(C)(C)C)C(=O)N/N=C/c1ccc2nccnc2c1 (stereo partly specified) | 2 | 3 | 4 | 1 | 9 | -0.2 | -2 | -5 | 11 | 6
Cc1ccc(S(=O)(=O)Nc2c(NC3CCCCC3)c3ccccc3oc2=O)c(C)c1 | 34 | 3 | -7 | -4 | 15 | 0.0 | -3 | 9 | 7 | 2
CCN(CC)C(=O)CSC(=Nc1ccccc1F)NC#N | 30 | 5 | -57 | -1 | -109 | 2.6 | 0 | 8 | 14 | 3

(continued)
SMILES | AI-2 QS modul | HSP90 refold inh | KLF5 inh | GSK3beta inhib | aSyn 5UTR inh | HIF act | GSK3 alpha inh | HSF1 inh | HSF1 activator | IEC-6 tox
CCC(=O)Nc1ccc(Nc2nc(Cl)nc(Nc3ccc(NC(=O)CC)cc3)n2)cc1 | 22 | 0 | -5 | 0 | 11 | -0.4 | nt | 6 | 0 | -6
COC(=O)C1=C(C(=O)OC)[C@@H]2Nc3ccccc3[C@@]23C[C@@H](C(=O)OC)N(C(=O)c2ccco2)C3=N1 | 20 | nt | nt | 2 | -2 | 0.1 | -1 | -3 | 1 | nt
CCOC(=O)c1ccccc1NC(=O)c1cc2sccc2n1C | 21 | 0 | -29 | 0 | nt | nt | -4 | nt | nt | -5
O=C(CNS(=O)(=O)c1ccccc1)Nc1ccc(C(F)(F)F)cc1 | -58 | -8 | -57 | 1 | -2 | -0.1 | -1 | 9 | 1 | -3
O=C(CN1C(=O)c2ccccc2C1=O)Nc1cccc(O)c1 | ? | -5 | -34 | 0 | 11 | -2.3 | -3 | 2 | -3 | 2
CC(=O)OCc1cc2cc(C)ccc2[nH]c1=O | 12 | -3 | -9 | 2 | 4 | 0.1 | 4 | 0 | 2 | 0
Cc1cc(C)nc(SCC(=O)c2ccc3c(c2)OCCO3)n1 | 4 | 3 | -62 | 0 | 3 | 0.0 | -1 | -11 | 0 | 3
O=C(CSc1nnc(Cc2cc(=O)[nH]c(=O)[nH]2)n1-c1ccc(Cl)cc1)N1CCc2ccccc21 | 16 | -2 | 1 | 2 | -1 | -0.1 | nt | 0 | -1 | 2
c1ccc2oc(SCc3nc4ccccc4s3)nc2c1 | -47 | 1 | -91 | 2 | -149 | 1.9 | -3 | 34 | 67* | 14
CCn1c(SCc2nc3ccccc3s2)nnc1-c1cccs1 | -9 | 1 | -34 | -1 | -160 | 3.1 | 1 | 21 | 34 | 2
O=C(O)/C=C/C(=O)N1CCN(c2ccc(F)cc2)CC1 | 12 | 4 | -6 | 3 | -16 | -0.1 | 0 | 0 | -21 | 8
COc1ccc(CCCC(=O)N/N=C/c2ccc(C)cc2)cc1 | 23 | 1 | -8 | -3 | 3 | 0.7 | -1 | -2 | -10 | 5
N#Cc1c(-c2ccco2)cc(-c2ccccn2)nc1N | 18 | 6 | -19 | -4 | -49 | 1.0 | -1 | 0 | 20 | -1
COc1ccc(C(=O)Nc2ccnn2C2CCN(C3CCC3)CC2)cc1 | -7 | 3 | -6 | nt | -3 | -2.6 | -3 | 1 | 1 | 0
Cn1c(-c2ccccc2)cc2c3no[n+]([O-])c3ccc21 | 24 | -3 | -57 | 2 | -69 | 6.0 | 4 | -32 | -34 | -2
Cc1nc(N2CCOCC2)nc(OCCN(C)C)c1[N+](=O)[O-] | -3 | -1 | -12 | -1 | -27 | -0.2 | 2 | -3 | -5 | 7
Cc1ccc(S(=O)(=O)NC(=O)Nc2nccs2)cc1 | 14 | 1 | -10 | -22 | 2 | -23 | 3 | 1 | 6 | 1
Cc1cc(NC(=O)c2ocnc2C)no1 | 7 | -2 | -17 | 2 | -33 | 0.8 | 4 | 3 | 0 | -1
O=C(NCCO)C1CCN(C(=O)c2ccc(-c3ccccc3)cc2)CC1 | 12 | 0 | -6 | -2 | 16 | 0.1 | -2 | -5 | -3 | 0
CSc1cccc(NC(=S)N(C(C)C)C(C)c2ccccn2)c1 (stereo unspecified) | 11 | -1 | -26 | 2 | -66 | 2.1 | -4 | 0 | -7 | -2
O=S(=O)(c1ccc(S(=O)(=O)N2CCC3(CC2)OCCO3)cc1)N1CCCC1 | 13 | -1 | 2 | 9 | 13 | 0.3 | -2 | -6 | 3 | -1
